# SENP6 block – SENP6 protease inhibitors, primary screen, biochemical, luminescence, uHTS; AID 2599, 2010; inhibition, % at 10 µM; hit rate 1.8% among 330,000; Recombinant SENP6 catalytic domain, aminoluciferin luminescence; Sentrin-specific protease 6 (Homo sapiens), Q9GZR1;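 active means inhibition above about 50% at the single tested dose, limit read from the data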;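 further: plate controls were DMSO wells with enzyme for no effect and DMSO wells lacking enzyme for full effect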
# Target sequence (Q9GZR1 628-1112 limits assumed): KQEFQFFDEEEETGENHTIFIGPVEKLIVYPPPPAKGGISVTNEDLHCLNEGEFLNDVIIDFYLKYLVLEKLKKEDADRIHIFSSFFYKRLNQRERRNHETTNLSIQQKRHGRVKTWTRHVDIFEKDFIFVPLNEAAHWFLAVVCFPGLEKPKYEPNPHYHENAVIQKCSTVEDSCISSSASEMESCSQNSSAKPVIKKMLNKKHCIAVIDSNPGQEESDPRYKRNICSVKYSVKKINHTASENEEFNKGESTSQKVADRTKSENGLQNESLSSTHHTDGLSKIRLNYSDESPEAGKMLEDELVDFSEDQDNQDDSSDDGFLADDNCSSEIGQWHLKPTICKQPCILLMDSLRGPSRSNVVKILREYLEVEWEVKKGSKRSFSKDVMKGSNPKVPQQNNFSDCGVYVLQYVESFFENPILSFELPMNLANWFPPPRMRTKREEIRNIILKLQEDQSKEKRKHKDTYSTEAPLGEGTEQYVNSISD
# ATG4B inhibitor – ATG4B protease inhibitors, primary screen, biochemical, fluorescence, uHTS. Cysteine protease ATG4B (Homo sapiens), Q9Y4P1. ATG4B cleavage of LC3-PLA2, NBD-HPC fluorescence, 1 h. inhibition, % at 8.33 µM. hit rate 0.51% among 340,000. AID 504462, 2011; in the data active means inhibition above about 40%
# SENP1 FRET inh – human SENP1 catalytic domain inhibitors, primary screen, biochemical, FRET, uHTS | Sentrin-specific protease 1 (Homo sapiens), Q9P0U3 | recombinant SENP1 catalytic domain, CyPet-SUMO1-YPet FRET cleavage | inhibition, % at 10 µM | hit rate 0.21% among 360,000;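 active means inhibition at least 30% at 10 µM, raw YFP signal under a set limit, fluorescence ratio 0.5 to 1.5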;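 further: 0% = enzyme with DMSO and 100% = no enzyme wells; some results filed as inactive read as strong as hits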
#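 Test system: recombinant human SENP1 catalytic domain, His6-tagged / Medium: pH 8 Tris buffer with EDTA, NaCl, BME, BSA, NP40, catalase / Also added: SUMO1 FRET substrate flanked by Cypet and Ypet, 25 nM / Times: 50 min reaction at room temperature / Signal: FRET, CFP and YFP emission / Control set: no-enzyme low control and enzyme-plus-DMSO high control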
# SENP8 block – human SENP8 protease inhibitors, primary screen, biochemical, fluorescence, Nedd8 protein substrate, uHTS | Sentrin-specific protease 8 (Homo sapiens), Q96LD8 | AID 602440, 2012 | recombinant SENP8 | hit rate 0.64% among 360,000 | inhibition, % at 20 µM; in the data active means inhibition mostly above about 40%, no sharp cut-off; inactive means mostly below about 27%
# PfGluPho inh – PfG6PD enzyme inhibitors, primary screen, biochemical, fluorescence intensity, uHTS | glucose-6-phosphate dehydrogenase-6-phosphogluconolactonase (Plasmodium falciparum 3D7) | hit rate 0.78% among 350,000 | inhibition, % at 20 µM | PfGluPho enzyme, NADPH resazurin-diaphorase fluorescence | AID 504690, 2011;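 active means inhibition reaching at least a set limit at 20 µM in the primary screen, cut at about 59% in these data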;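 further: 0% = DMSO wells with substrate and 100% = DMSO wells lacking glucose-6-phosphate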
# hIAP act – human IAP activators, primary screen, biochemical, luminescence, uHTS; activation factor at 10 µM; purified human IAP, CDP-Star luminescence, 30 min; hits give high values; 1 = vehicle-only enzyme, 0 = enzyme-free background; hit rate 0.16% among 330,000; Intestinal-type alkaline phosphatase (Homo sapiens), P09923;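 active means activation factor of the enzyme at least 2-fold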; further: the source names both 10 and 20 µM as test concentration; values of inactives mirror those of a sister screen read the other way
# Target sequence (P09923 whole entry, looked up): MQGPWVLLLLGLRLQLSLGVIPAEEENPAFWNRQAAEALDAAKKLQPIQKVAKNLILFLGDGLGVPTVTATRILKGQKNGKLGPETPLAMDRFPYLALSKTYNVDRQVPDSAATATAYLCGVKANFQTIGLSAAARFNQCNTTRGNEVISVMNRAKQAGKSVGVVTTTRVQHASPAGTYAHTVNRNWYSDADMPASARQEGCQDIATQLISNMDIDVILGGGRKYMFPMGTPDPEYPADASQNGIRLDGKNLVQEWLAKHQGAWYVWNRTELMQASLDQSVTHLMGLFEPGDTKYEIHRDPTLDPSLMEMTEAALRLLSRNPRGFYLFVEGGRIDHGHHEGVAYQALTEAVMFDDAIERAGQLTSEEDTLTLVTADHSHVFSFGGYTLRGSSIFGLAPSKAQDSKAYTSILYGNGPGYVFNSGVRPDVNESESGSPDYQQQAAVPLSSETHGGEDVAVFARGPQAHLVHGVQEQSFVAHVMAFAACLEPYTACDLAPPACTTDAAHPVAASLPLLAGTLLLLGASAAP
# MPTP block – mitochondrial permeability transition pore inhibitors, primary screen, biochemical, isolated mouse mitochondria, absorbance; Ca2+ swelling absorbance, 30 min; inhibition, % at 10 µM; hit rate 1.4% among 360,000;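 active means inhibition of 50% or more, scaled per plate between neutral and stimulator controls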;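 further: 0% = DMSO wells given calcium and 100% = 1 mM EGTA wells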
# GRIN3A LBD mod – binders of NR3A ligand-binding domain, primary screen, biophysical, differential scanning fluorimetry, uHTS; Glutamate receptor ionotropic, NMDA 3A (GRIN3A) ligand-binding domain; NR3A LBD differential scanning fluorimetry, Tm shift; 0% = protein alone, 100% = glycine-bound protein; Tm shift relative to glycine control, % at 25 µM; hit rate 2.5% among 340,000; AID 1259313, 2017;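 active means melting temperature shift of at least 10% of the positive control shift, at one fixed dose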
# The depositor's hits bear a star; nt = not tested or not shown; & = joins results of further samples.
# Sample of the layout, three compounds:
SMILES,SENP6 block,ATG4B inhibitor,SENP1 FRET inh,SENP8 block,PfGluPho inh,hIAP act,MPTP block,GRIN3A LBD mod
CCCCCCSc1cc(-c2nc3cc(C)ccn3c2NCCCC)ccc1OC,-9,6,-47&-47,-454,24,0.95,15&34,-13
CC(=O)N1CCN(c2ccc(NCc3ccc4c(c3)OCO4)cc2)CC1,-11,8,4,-227,39,1.1,0.4,-4
O=C(c1ccc(S(=O)(=O)Nc2ccccc2F)cc1)N1CCN(c2ccccc2O)CC1,4,1,2,15,-10,1,-0.2,1

# The list itself, repeating the preview:
SMILES,SENP6 block,ATG4B inhibitor,SENP1 FRET inh,SENP8 block,PfGluPho inh,hIAP act,MPTP block,GRIN3A LBD mod
CCCCCCSc1cc(-c2nc3cc(C)ccn3c2NCCCC)ccc1OC,-9,6,-47&-47,-454,24,0.95,15&34,-13
CC(=O)N1CCN(c2ccc(NCc3ccc4c(c3)OCO4)cc2)CC1,-11,8,4,-227,39,1.1,0.4,-4
O=C(c1ccc(S(=O)(=O)Nc2ccccc2F)cc1)N1CCN(c2ccccc2O)CC1,4,1,2,15,-10,1,-0.2,1
COC(=O)c1c(O)c2c([nH]c1=O)CCCC2,-16,0,0,14,-11,0.86,1.1,3
O=C(COC(=O)/C=C/c1ccccc1Cl)NC1CCCCCC1,0,2,1,9,-17,1.2,0.8,-2
O=C(Cc1ccc(-n2c(=O)c3ccccc3n(Cc3ccc(F)cc3)c2=O)cc1)NCC1CCCO1 (configuration not stated),-16,1,2,-5,11,1.1,1.0,-5
COc1ccc(CCNC(=O)c2cnn(-c3ccc(C)c(C)c3)c2NC(=O)c2ccco2)cc1OC,-16,-14,1,26,-6,1.1,0.0,-1
COC(=O)c1ccc(OC(=O)c2cccs2)cc1,11,-1,6,10,-15,1,-0.4,0
COc1ccc(Nc2nc3ccccc3nc2NS(=O)(=O)c2ccc(NC(C)=O)cc2)cc1,3,0,-66,-239,-33,0.97,1.9,12*
C=CCn1c(CCNC(=O)c2cccs2)nnc1SCC(=O)Nc1cccc(Cl)c1C,2,6,0,3,9,0.8,4.7,0
CCN1CCC(C(N)=O)CC1,-2,-7,2,25,-6,1.1,-1.1,3
COc1ccc(/C(O)=C2/C(=O)C(=O)N(Cc3ccco3)C2c2cccs2)cc1 (configuration not stated),-16,-4,-1,-22,-4,0.98,0.6,1
Cc1ccc(C(=O)NCC(=O)OCC(=O)c2c(N)n(C)c(=O)n(C)c2=O)cc1C,3,-10,-1,-1,9,1.2,-1.1,3
CCn1nnc2cc(C(=O)Nc3cc(Cl)ccc3C)ccc21,3,2,-1,0,1,1.1,-0.2,0
Cc1nnsc1-c1onc(C)c1C(=O)O/N=C/c1ccc(Cl)cc1,-2,0,3,0,1,1.1,3.1,-5
Cc1nn(C)c(C)c1CN(Cc1nc(-c2cc(F)ccc2F)oc1C)C1CC1,-3,-5,-3,-8,-9,0.95,0.3,-1
CCOC(=O)CN(Cc1sccc1C)C(=O)Nc1ccc(OCC)cc1,-15,8,2,20,-7,1,0.1,2
COc1cc2c(cc1OC)C(COc1ccc3c(C)cc(=O)oc3c1)N(C(=O)c1ccco1)CC2 (configuration not stated),4,-18,-1,-31,5,1.2,3.9,3
COCCNC(=S)N/N=C/c1ccc(-c2ccc([N+](=O)[O-])cc2)o1,4,2,-35,-54,24,0.99,6.2,-3
CCNC(=S)Nc1cccc(S(=O)(=O)Nc2ccccc2OC)c1,0,31,3,16,1,0.96,5.8,-2
Cc1cc(C)c(C)c(C(=O)CSc2nnc(-c3ccc4[nH]c(C)c(C)c4c3)o2)c1C,-20,-17,-5,-4,-11,0.94,1.8,4
O=C(COc1ccc(Br)cc1Cl)NC(=O)NC1CCCC1,7,-6,1,12,12,0.93,-0.4,-16
CC(=O)N(C)N(C)c1cc(C)nc(N)n1,-26,-2,3,5,9,1,1.3,0
COc1ccc(/C=N/n2cnn(Cc3ccccc3Cl)c2=S)cc1OC,-11,2,0,6,22,1,3.4,-6
O=C(CCCN1C(=O)/C(=C\c2cccs2)SC1=S)NNC(=O)c1cccnc1,-18,38,0,23,-19,1.5,0.7,-1

# Later entries.
SMILES,SENP6 block,ATG4B inhibitor,SENP1 FRET inh,SENP8 block,PfGluPho inh,hIAP act,MPTP block,GRIN3A LBD mod
CN1CCN(c2ccc(S(=O)(=O)N3CCCCC3)cc2NC(=O)Cc2ccccc2F)CC1,-5,1,-1,10,1,0.89,-0.9,-2
Cc1oc(-c2ccc(Cl)cc2)nc1CS(=O)CC(=O)NCCCN1CC(C)CC(C)C1 (configuration not stated),-15,-9,1,16,8,1.3,-0.2,-5
S=C(NCc1cccs1)Nc1ccccc1,10,-11,1,12,-3,1.2,1.2,1
C=CCN1C(=O)C(O)(CC(=O)c2ccccn2)c2ccccc21 (configuration not stated),-9,-4,3,0,-2,0.98,-1.0,0
Cc1cc(C(=O)NC2CC(C)(C)Cc3c2cnn3-c2cccc(F)c2)nn1C (configuration not stated),-4,1,0,0,-15,1.2,-0.3,12*
COc1ccc(CN2C(=O)COc3ccccc32)cc1,-8,-3,2,11,-13,0.95,-0.3,0
N/C(=N\OC(=O)c1ccc(Cl)cc1Cl)c1cccnc1,42,-6,1,6,3,0.9,-0.1,-1
COc1cc(C(=O)ON=C2C=C(C)C(=O)C(C)=C2)cc(OC)c1OC,-24,-4,1,22,80*,0.9,0.4,-1
COc1ccc(C(=O)N2CCC(CCC(=O)Nc3cccc(C)c3)CC2)cc1,-8,-2,1,5,3,1,-0.1,0
CC(C)c1ccc(NC(=O)c2cccc(NC3=NC4CS(=O)(=O)CC4S3)c2)cc1 (configuration not stated),-2,-28,2,19,11,0.81,-0.8,-14
COc1ccc(CN2CCN(C(=O)c3ccccc3C(=O)c3ccccc3)CC2)cc1OC,nt,-1,-1,-1,-5,nt,0.1,-1
CCOC(=O)C(NC(C)=O)C(=O)Nc1ccc(C)cc1C (configuration not stated),-4,6,0,16,-14,1,-0.3,-1
CCOc1ccc(CN(C)C(=O)c2cc3ccccc3o2)cc1OC,-10,-4,-8,-8,2,1,1.1,-3
O=C(Nc1nccs1)C1CCN(S(=O)(=O)c2ccccc2)CC1,-9,-11,0,6,-9,0.98,1.8,0
Cc1cc(C)cc(NC(=S)NC2CC3CCCC(C2)N3C2CCCC2)c1 (configuration not stated),10,-5,0,8,-1,1.2,-1.3,1
O=C(NCC(c1cccnc1)N1CCOCC1)c1cccs1 (configuration not stated),-1,2,-1,0,-10,1.2,-1.0,-3
CC1CC(C)CN(c2nc3c(c(=O)[nH]c(=O)n3C)n2CCCSc2nc3ccccc3s2)C1 (configuration not stated),nt,-11,2,6,2,nt,5.9,0
O=c1c(N=Nc2ccccc2)c[nH]n1-c1ccccc1,nt,nt,3,54*,54,nt,-3.1,nt
CC1CC(C)CN(c2oc(Cc3ccccc3)nc2C#N)C1 (configuration not stated),15,9,2,13,-23,1,0.7,-3
Cc1cc(NC(=O)CSCc2nc(-c3cccc(Cl)c3)oc2C)no1,-8,-6,1,6,-3,1.1,-0.2,0
COc1ccc(C(C(=O)NCC2CCCO2)N(C(=O)c2snc(C(N)=O)c2N)c2ccccc2C)cc1OC (configuration not stated),-27,-9,-49,-305,3,0.95,0.7,0
O=c1c(CN2CCN(c3ccccn3)CC2)coc2ccccc12,-3,10,0,8,-6,0.99,-1.2,0
O=Cc1ccc2oc3nc4n(c(=O)c3c(=O)c2c1)CCCS4,-9,-1,-2,-16,28,1,2.1,0
Nc1cc(Cl)ccc1N1CCCC1,12,8,2,6,0,0.93,0.6,0
COc1cc(Cn2c(N)c(C#N)c3nc4ccccc4nc32)cc(OC)c1,88*,13,-122,-295,1,1,2.2,-3

# More compounds.
SMILES,SENP6 block,ATG4B inhibitor,SENP1 FRET inh,SENP8 block,PfGluPho inh,hIAP act,MPTP block,GRIN3A LBD mod
Cc1ccc(C(=O)Nc2cccc(NC(=O)c3ccc(C)cc3)n2)cc1,3,-2,-5,-6,16,0.94,16,-2
Cc1ccc(-c2csc(NC(=O)C3CC=CCC3C(=O)O)c2C(=O)OC(C)C)cc1 (configuration not stated),20,12,3,16,-32,1.2,0.7,-2
CC(C)Sc1nnc(Cn2c(=O)sc3ccccc32)n1-c1ccccc1,-6,-5,3,11,15,0.95,-4.4,-3
CCOC(=O)CNC(=O)CSc1ncnc2c1cnn2Cc1ccccc1,14,-10,2,5,6,1.1,-1.4,2
O=C(c1ccco1)N1CCN(Cc2cc(=O)c(OCc3cccc(F)c3)co2)CC1,-9,-5,2,12,0,1,-0.5,1
NC(=O)c1ccc(NC(=O)CC23CC4CC(CC(Br)(C4)C2)C3)cc1,-18,-8,0,5,-3,1.1,0.9,0
N/C(=N\OC(=O)c1ccccc1)C(C(=O)NOC(=O)c1ccccc1)C1CCCCC1 (configuration not stated),nt,-4,3,3,-18,nt,-0.1,-1
CCCCOc1ccc(/C=N/NC(=O)c2nnn(-c3nonc3N)c2CN2CCCCCC2)cc1,-8,1,-1,-6,24,0.82,1.5,0
CC(C)CNC(=O)COC(=O)c1ccc(Cl)c(S(N)(=O)=O)c1,-2,-1,3,7,4,1.2,0.0,1
O=C(CN1N=C(c2ccc(Cl)cc2)CCC1=O)NCCN1CCc2ccccc2C1,-14,8,0,19,4,0.98,-0.1,-3
CCN(CC)CCCn1c(C)cc2c(c1=O)C(c1cc(OC)c(OC)cc1OC)C(C#N)=C(N)O2 (configuration not stated),-14,-6,-2,-2,-2,1.3,-1.6,0
O=C(COc1nsnc1N1CCOCC1)Nc1cccc(Cl)c1,4,1,1,0,6,0.95,2.0,2
S=c1nccc(-c2ccc(Cl)cc2)[nH]1,17,7,-2,16,43,0.83,1.2,1
O=C(Nc1ccccn1)c1ccco1,-15,16,0,13,23,1.1,-0.2,-3
CS(=O)(=O)N1CCC(C(=O)Nc2ccc(Cl)cc2Cl)CC1,nt,nt,3,19,-2,nt,2.1,nt
CCN(C(=O)CSc1nnc(-c2cccs2)o1)C1CCS(=O)(=O)C1 (configuration not stated),8,-2,2,4,-8,1,0.3,-2
Cc1ccc(S(=O)(=O)N2CCC(C)CC2)cc1C(=O)NCCN1CCOCC1,-13,-3,1,3,-3,0.93,-0.2,-5
COc1ccc(-c2ccc(CN3C(C(C)C)C(=O)N(Cc4cn(Cc5ccco5)nn4)CCS3(=O)=O)cc2)cn1 (configuration not stated),nt,nt,-4,0,10,nt,-0.7,nt
Cc1ccc(-c2c(C#N)c(N)nc3c2CCCCC3)o1,-12,17,-7,-283,-11,0.89,-0.8,0
Cc1ccc(-c2nnc(-c3cccc4ccccc34)o2)cc1,nt,-7,2,-496,5,nt,0.6,-2
COc1cc(CN(CC2CCCO2)C(=O)c2ccco2)cc(OC)c1OC (configuration not stated),1,-3,1,3,-27,1.2,0.8,-4
CCOC(=O)Cc1nn(Cc2ccc(Cl)cc2)c(=O)c2ccccc12,-4,12,1,20,-12,0.87,0.5,-2
CN(C)CCN(C(=O)c1ccc2c(c1)CCCC2)c1nc2cc3c(cc2s1)OCCO3,6,14,-1,9,23,1,2.6,-2
CC(C)c1ccc(S(=O)(=O)N2CCN(C(=O)C3CCCCC3)CC2)cc1,-7,1,0,14,17,1.1,-0.7,-1
CC(Sc1nc(NC(C)(C)C)nc(N(C)C)n1)C(=O)Nc1ccccc1 (configuration not stated),-7,-1,3,0,12,0.99,-2.7,-13
CC(=O)N/C(=C\c1ccccc1)C(=O)OCC(=O)c1c(N)n(C)c(=O)n(C)c1=O,-13,1,-2,9,-1,1.2,0.0,4

# Source: PubChem (Sanford-Burnham Center for Chemical Genomics)
